GSK3A inh = human GSK-3 alpha kinase inhibition. P49840. ADP-Glo luminescence, 60 min. AID 2650. inhibition, % at 10 µM. 320,000 tested, 0.1% active;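 in the data active = inhibition above about 50%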;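 note: GST-tagged GSK-3 alpha with peptide substrate and 25 µM ATP; 0% = DMSO neutral wells and 100% = GW8510 positive control wells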
Target sequence (P49840 whole entry, looked up): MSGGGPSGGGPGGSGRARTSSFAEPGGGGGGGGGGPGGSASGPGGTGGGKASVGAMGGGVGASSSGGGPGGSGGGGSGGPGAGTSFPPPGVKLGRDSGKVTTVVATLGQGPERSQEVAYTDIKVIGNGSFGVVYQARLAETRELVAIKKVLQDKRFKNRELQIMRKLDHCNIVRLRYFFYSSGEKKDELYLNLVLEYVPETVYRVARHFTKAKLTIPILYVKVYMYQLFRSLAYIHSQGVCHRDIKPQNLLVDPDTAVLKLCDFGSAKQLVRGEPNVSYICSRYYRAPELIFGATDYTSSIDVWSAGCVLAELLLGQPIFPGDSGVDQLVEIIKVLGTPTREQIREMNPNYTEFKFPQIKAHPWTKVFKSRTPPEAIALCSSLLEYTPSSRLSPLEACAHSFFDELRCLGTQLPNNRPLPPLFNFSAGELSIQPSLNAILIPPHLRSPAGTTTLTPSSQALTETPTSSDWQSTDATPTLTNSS
Numbers without * were called inactive. A portion of the library, so the mix of outcomes need not match the whole.

compound	GSK3A inh
Cc1cc(C(=O)CCC(=O)Nc2ccc(S(N)(=O)=O)cc2)c(C)s1	-1.8
N#CCCN(C(=O)COC(=O)CCNS(=O)(=O)c1ccccc1)c1ccccc1	-1.8
O=C(COC(=O)COc1ccccc1)Nc1cccnc1Cl	-3.1
CC1CC(C)CN(C(=O)COC(=O)c2ccc(S(=O)(=O)N(C)c3ccccc3)cc2)C1 (stereo not drawn)	-1.1
CCOC(=O)C1CCCN(C(=O)COC(=O)c2cccs2)C1 (stereo not drawn)	-0.6
c1ccc(NC2=NCCN2CCCC2CCCC2)cc1	1.1
COc1ccc(S(=O)(=O)N2CCN(C(=O)c3ccc(NC(C)=O)cc3)CC2)cc1	-4.1
Cc1cc(=O)oc2cc(OCC(=O)N3CCCC3)c(Cl)cc12	-4.2
CC(=O)Nc1ccc(C(=O)CN2C(=O)NC3(CCCc4ccccc43)C2=O)c(F)c1 (stereo not drawn)	-2.6
O=C(C[C@H]1C/C=C\C[C@H](NC(=O)OCC2c3ccccc3-c3ccccc32)C(=O)O[C@H](c2ccccc2)CNC1=O)N[C@H](CO)Cc1ccccc1	2.5
O=C(COC(=O)c1cc(S(=O)(=O)N2CCOCC2)ccc1F)NCc1ccc2c(c1)OCO2	-3.4
COC(=O)[C@H]1[C@H]2C[C@@H]3c4[nH]c5cc(OC)ccc5c4CCN3C[C@H]2C[C@@H](OC(=O)/C=C/c2cc(OC)c(OC)c(OC)c2)[C@@H]1OC	-3.8
CC[C@@H](CC1CCCCC1)C(=O)N(Cc1ccccc1)c1ccccc1	-0.3
O=C(COC(=O)c1ccc(F)c(S(=O)(=O)N2CCOCC2)c1)Nc1ccc2[nH]c(=O)[nH]c2c1	-7.5
COc1ccc(CC(=O)N(C)CC(=O)Nc2ccccc2Cl)cc1S(=O)(=O)N1CCOCC1	1.6
C[C@@H](NC(=O)c1nc[nH]c1C(=O)NC1CCN(C(=O)OC(C)(C)C)CC1)c1ccccc1	1.1
O=C(COC(=O)COc1ccccc1)Nc1ccc(Cl)cn1	5.6
CCOC(=O)C1=C(COC(=O)[C@H](C)NS(=O)(=O)c2ccc(NC(C)=O)cc2)NC(=O)NC1C (stereo partly drawn)	-1.2
COc1ccc(NC(=O)CN2C(=O)C(=O)N(C3CCCC3)C2=O)c(OC)c1	-1.4
COc1cccc(CNC(=O)COC(=O)CN2C(=O)NC3(CCCCC3C)C2=O)c1 (stereo not drawn)	-2.4
COCCN(C(=O)c1cc(Cl)nc2ccccc12)c1c(N)n(Cc2ccccc2)c(=O)[nH]c1=O	19.8
COc1ccc(CCNC(=O)COC(=O)C2CC2C)cc1OC (stereo not drawn)	-0.7
CCN(C(=O)CN1C(=O)NC2(CCc3ccccc32)C1=O)C1CCS(=O)(=O)C1 (stereo not drawn)	-3.3
CCN(C(=O)COC(=O)/C=C/c1cccc([N+](=O)[O-])c1)c1c(N)n(Cc2ccccc2)c(=O)[nH]c1=O	-1.1
CCN1CCN(c2ccc(S(=O)(=O)N3CCOCC3)cc2NC(=O)CCSC)CC1	0.8

Overlap with the part before: 5 compounds, followed by the next part.
compound	GSK3A inh
COCCN(C(=O)c1cc(Cl)nc2ccccc12)c1c(N)n(Cc2ccccc2)c(=O)[nH]c1=O	19.8
COc1ccc(CCNC(=O)COC(=O)C2CC2C)cc1OC (stereo not drawn)	-0.7
CCN(C(=O)CN1C(=O)NC2(CCc3ccccc32)C1=O)C1CCS(=O)(=O)C1 (stereo not drawn)	-3.3
CCN(C(=O)COC(=O)/C=C/c1cccc([N+](=O)[O-])c1)c1c(N)n(Cc2ccccc2)c(=O)[nH]c1=O	-1.1
CCN1CCN(c2ccc(S(=O)(=O)N3CCOCC3)cc2NC(=O)CCSC)CC1	0.8
Cn1nc(C(=O)NNC(=O)c2ccc(Cl)c(S(N)(=O)=O)c2)c2ccccc2c1=O	-4.8
CC1CCCC(C)N1C(=O)COC(=O)c1c[nH]c2ccccc12 (stereo not drawn)	1.0
O=C(COC(=O)CCNS(=O)(=O)c1ccccc1)Nc1ccc(OC(F)F)cc1	1.3
CCOC(=O)[C@H]1[C@H]2COc3ccc(C)cc3[C@@H]2N2C(=O)c3ccc(F)cc3NC(=O)[C@@]12C	-2.3
CC(C)c1ccc(NC(=O)COC(=O)c2cc(=O)[nH]c3ccccc23)cc1	0.4
O=C(CCNC(=O)c1ccccc1)NNC(=O)COc1ccccc1Cl	2.9
O=C(CN1c2cccc3cccc(c23)S1(=O)=O)NCc1ccc(F)cc1	2.0
O=C(COC(=O)c1cc2ccccc2cc1O)NCc1ccccc1	-0.1
O=C(CSc1nncn1-c1ccccc1F)NC1CC1	-1.9
CC(C)c1ccc(CCNC(=O)CCNS(=O)(=O)c2ccc(Br)cc2)cc1	1.3
Cc1ccc(S(=O)(=O)N2CCCC2)cc1C(=O)NCCOc1ccccc1	-2.9
CC(C)NC(=O)Nc1ccc2c(c1)C(=O)N([C@H](C)CO)C[C@H](C)[C@@H](CN(C)S(=O)(=O)c1cn(C)cn1)O2	-0.6
COc1cc(CC(=O)OCC(=O)Nc2ccccc2C#N)cc(OC)c1OC	20.5
CN(C(=O)CN1C(=O)NC(C)(c2cccc(Br)c2)C1=O)C1CCCCC1 (stereo not drawn)	-3.5
CCc1nc2ccc(C(=O)N(CC)CC(=O)Nc3c(F)cccc3F)cc2nc1CC	-0.4
O=C(COC(=O)c1cc(=O)[nH]c2ccccc12)Nc1ccc(F)cc1F	-0.3
CCOc1ccc(C(=O)NCC(=O)Nc2ccncc2)cc1OCC	-5.2
CN(Cc1cccs1)C(=O)c1cccc(S(=O)(=O)N2CCCCCC2)c1	-3.0
COc1ccc(NC(=O)CN(C)CC(=O)NC2CCC(C)CC2)cc1 (stereo not drawn)	-3.3
O=C(COC(=O)c1c[nH]c2ccccc12)NC1CCCCC1	-2.3
O=S(=O)(c1ccc2c(c1)OCCO2)N1CCN(S(=O)(=O)c2ccccn2)CC1	6.5
C[C@H](CO)N1C[C@H](C)[C@@H](CN(C)C(=O)Nc2ccc3c(c2)OCO3)Oc2c(NC(=O)Nc3ccc(C(F)(F)F)cc3)cccc2C1=O	-1.7
COc1ccccc1NS(=O)(=O)c1ccc(C(=O)N2CCN(c3ccccc3)CC2)cc1	-5.7
O=C(COC(=O)Cc1c(Cl)cccc1Cl)NC1CCCC1	-0.7
O=C1CN(C(=O)COC(=O)Cc2ccccc2F)c2ccccc2N1	-1.3
CC(C)(C)c1ccc(NC(=O)COC(=O)c2ccc3ncsc3c2)cc1	11.8
C[C@H](CO)N1C[C@H](C)[C@@H](CN(C)Cc2ccc(-c3ccccc3)cc2)Oc2c(NC(=O)Nc3ccc4c(c3)OCO4)cccc2C1=O	-0.4
CN1CCN(c2ccc(S(=O)(=O)N3CCCCC3)cc2NC(=O)CCc2ccccc2)CC1	-1.5
O=C(CN1C(=O)c2ccccc2S1(=O)=O)Nc1cccc(S(=O)(=O)N2CCOCC2)c1	-1.4
Cc1ccc(Cl)cc1C1=CC(=O)C[C@H](c2ccc(F)cc2)C1	2.8
Cc1cc(NC(=O)CSCC(=O)Nc2ccc(C)c(C)c2)no1	-0.4
Cc1ccc(S(=O)(=O)N2CCC(C(=O)OC(C)C(=O)N(C)c3ccccc3)CC2)cc1C (stereo not drawn)	-2.7
CSc1ncccc1C(=O)OCC(=O)Nc1ccc(C)c(S(=O)(=O)N2CCOCC2)c1	-4.5
COCCN(C(=O)C1CCC1)c1c(N)n(CC(C)C)c(=O)[nH]c1=O	2.3
Cc1cccc(-c2ccc3ncnc(NCc4cccnc4)c3c2)c1	-3.3
CCCNCC(=O)Nc1cccc(S(=O)(=O)NC2=NCCCCC2)c1	-0.7
CCN(c1ccccc1)S(=O)(=O)c1ccc(OC)c(NC(=O)c2cc(F)c(F)c(F)c2F)c1	-1.7
C[C@@H](OC(=O)c1[nH]cnc1C(=O)N1CCN(C(=O)OC(C)(C)C)CC1)c1ccccc1	2.0
O=C(/C=C/c1ccco1)OCC(=O)c1ccc(OC(F)F)cc1	-1.1
O=C(COc1ccc(Cl)c2cccnc12)N1CCOCC1	0.7
C=CCN(c1ccccc1)S(=O)(=O)c1cccc(C(=O)NCc2ccco2)c1	-1.6
CCOc1ccccc1N1CCN(C(=O)CSc2ccc3c(c2)OCCO3)CC1	4.3
CC1CCC(NC(=O)C2CCN(C(=O)Nc3ccccc3)CC2)CC1 (stereo not drawn)	0.6
COc1cc2cnc(CCCC#N)cc2cc1OC	-0.5
O=C(COC(=O)[C@@H]1CC(O)CN1S(=O)(=O)c1ccc(Cl)c(Cl)c1)NC(=O)NCc1ccccc1 (stereo partly drawn)	-4.5
CCCCn1c(N)c(N(CCOC)C(=O)Cn2c(=O)cnc3ccccc32)c(=O)[nH]c1=O	-2.3
CCCn1c(N)c(N2CCCCC2)c(=O)n(CC(=O)Nc2ccccc2C(F)(F)F)c1=O	-1.6
Cc1cc(C(=O)COC(=O)c2ccc(O)cc2O)c(C)n1C(C)C	17.0
COc1ccc(-c2sc3cc(OC)c(OC)cc3c2C#CC(C)(C)O)cc1	-0.9
O=C(Cn1cnc2ccccc2c1=O)NNC(=O)c1cccc([N+](=O)[O-])c1	0.2

The final 4 records of the part before are carried over, then new ones follow.
compound	GSK3A inh
CCCn1c(N)c(N2CCCCC2)c(=O)n(CC(=O)Nc2ccccc2C(F)(F)F)c1=O	-1.6
Cc1cc(C(=O)COC(=O)c2ccc(O)cc2O)c(C)n1C(C)C	17.0
COc1ccc(-c2sc3cc(OC)c(OC)cc3c2C#CC(C)(C)O)cc1	-0.9
O=C(Cn1cnc2ccccc2c1=O)NNC(=O)c1cccc([N+](=O)[O-])c1	0.2
O=C(NCc1ccccc1)c1ccc2c(c1)S(=O)(=O)c1cc(Cl)ccc1C2=O	1.3
COc1ccc(CNC(=O)CN2C(=O)NC3(CCCc4sccc43)C2=O)cc1OC (stereo not drawn)	3.8
CC(NC(=O)C1=CC=CN2CCS(=O)(=O)N=C12)c1ccc(Cl)c(Cl)c1 (stereo not drawn)	2.3
COc1ccc(-c2cc3cc(-c4cc(OC)c(OC)c(OC)c4)ccc3o2)cc1	-1.2
Cc1ccccc1-n1c(SCC(=O)N2CCN(c3ccccn3)CC2)nnc1N1CCOCC1	11.0
COc1ccc(NC(=O)N(C)C[C@H]2Oc3c(NC(=O)Cc4ccccc4)cccc3C(=O)N([C@H](C)CO)C[C@@H]2C)cc1	-0.7
CN(CC(=O)Nc1ccc(F)c(F)c1F)C(=O)c1ccc2c(c1)NC(=O)CS2	4.1
O=C1Cc2cc(S(=O)(=O)Nc3cccc(F)c3)ccc2N1	-1.8
CC(C)(C)[C@H](N)C(=O)N[C@H]1CCC2C3CC=C4C[C@@H](O)CC[C@]4(C)C3CC[C@@]21C (stereo partly drawn)	-4.6
O=C(c1cn(-c2ccccc2)nc1-c1cccnc1)N1CCN(S(=O)(=O)c2ccccc2F)CC1	-4.1
CNc1nc(-c2ccc(S(=O)(=O)N3CCCCC3)cc2)cs1	9.5
Cc1cc(C(=O)N(Cc2nnc(-c3ccc(Cl)cc3)o2)C(C)C)c2ccccc2n1	4.5
O=C(Nc1nccs1)c1nc[nH]c1C(=O)NCc1ccccc1	0.3
COc1cccc(CN(C)CC(=O)Nc2ccccc2C(=O)NC2CC2)c1	-0.1
CNC(=O)c1ccc(NC(=O)c2ccc3c(=O)n4c(nc3c2)CCC4)cc1	-0.7
CCN(C[C@H]1N[C@@](CC)(C(=O)OC)[C@H]2C(=O)N(Cc3ccccc3)C(=O)[C@@H]12)S(=O)(=O)c1ccc(OC)cc1	-0.9
Cc1cnc(C(=O)OCC(=O)N(CC(C)C)C2CCS(=O)(=O)C2)cn1 (stereo not drawn)	-7.8
NS(=O)(=O)c1ccc(NC(=O)c2ccc(S(=O)(=O)N3CCCCC3)cc2)cc1	-3.5
COc1ccc2nc(-c3ccccc3)cc(C(=O)N3CCC3)c2c1	-1.6
C[C@@H](NC(=O)c1nc[nH]c1C(=O)N[C@H](C)c1ccccc1)c1ccccc1	-1.8
Cc1ccc(S(=O)(=O)N2CCC(C(=O)OCC(=O)NCc3cccc(Cl)c3)CC2)cc1C	0.3
O=C(COc1cccnc1[N+](=O)[O-])Nc1c(Cl)cccc1Cl	2.2
O=C(NCCc1ccc(C(F)(F)F)cc1)c1ccc2c(c1)OCO2	2.2
CC(OC(=O)c1ccc(-n2cnnn2)cc1)C(=O)Nc1ccccc1F (stereo not drawn)	0.5
O=C(CN1C(=O)C(=O)N(Cc2ccccc2)C1=O)c1ccc[nH]1	0.2
CC(=O)N1CCN(CC(C)(C)NS(=O)(=O)c2ccccc2)CC1	-35.3
CC[C@@H]1CCCCc2ccccc2[C@H](C(=O)C[C@H](O)CC(C)=O)OC1=O	-1.6
O=C(COC(=O)c1cc(=O)[nH]c(=O)[nH]1)Nc1cccc(Cl)c1	0.4
COc1ccc(S(=O)(=O)N(C)C[C@@H]2Oc3ccc(NS(C)(=O)=O)cc3C(=O)N([C@@H](C)CO)C[C@H]2C)cc1	3.0
Cc1ccsc1C(=O)OCC(=O)NC1CC1	-2.4
CCN(CC(=O)NC(C)C)C(=O)c1cc(S(=O)(=O)N2CCCCC2)ccc1N1CCCCC1	-1.1
CN1C(=O)N(CC(=O)N2CCN(c3ccccc3F)CC2)C(=O)C12CCCCC2	-2.6
CC(C)(C)NC(=O)NC(=O)CSc1ccc(S(=O)(=O)N2CCCCC2)cn1	7.1
CCCCN(C(=O)COC(=O)c1ccc(C=O)cc1)c1c(N)n(CCC)c(=O)[nH]c1=O	-1.7
CCC1=C(OC(=O)N(CC)CC)N2C(=O)OC(=NCC3CC3)[C@]2(C)[C@H]2C1=CC[C@H]1C(=O)N(CC(=O)OC)C(=O)[C@H]12	-1.6
Nc1scc2c(C(=O)O)nn(-c3ccccc3)c(=O)c12	5.3

Source: PubChem (Broad Institute)
